Screens (PubChem BioAssay)
S3 lipid droplet: qHTS Assay for Lipid Storage Modulators in Drosophila S3 Cells; Drosophila S3 cells, BODIPY lipid droplet fluorescence, 18-24 h; cells fed with added oleic acid; lipid storage change, negative = inhibition, % at the top dose, mostly 46.1 µM; hits show Potency in µM; 320,000 compounds, 0.64% hits; AID 2685; active = well fitted inhibition curve with a large enough effect in the signal ratio, with a control signal flat, not every such curve was filed as active; inconclusive = small, poorly fitted or top-dose-only effect, or effect the other way, or a change in a side signal; the % refers to the signal ratio
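Drosophila S3 cells got compounds at several concentrations plus oleic acid (400 uM solution). Laser-scanning cytometry with 488 nm excitation read lipid droplets at 500-530 nm and cells at 575-640 nm. Percent activity was relative to 20 uM Triacsin C.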
S3 lipid droplet cell count max: recorded beside S3 lipid droplet, whose call it bears; cell number change, %; measured here: cell count max response;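 cells counted by Cell Tracker Red CMTPX staining in the red channel; peak over a dose series mostly up to 46.1 µM; percent activity relative to internal control wells on each plate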
* hit, by the source's call. % is set by controls: 0 for no effect and ±100 for the full control effect; potency is the fitted concentration of half-maximal effect. Not all compounds are listed; the hit share may differ from the screen's.

What do the screens show for `Cc1ccc(OCC(=O)N2CCC(C)CC2)c([N+](=O)[O-])n1`?
S3 lipid droplet: inconclusive

How did C=C1C(C(=O)N2CCN(C)CC2)C1C(=O)N1CCN(C)CC1 (stereo unspecified) do in these assays?
S3 lipid droplet: inconclusive

How did Cc1ccc(C(=O)Nc2ccc(Cl)cn2)cc1S(=O)(=O)N1CCOCC1 do in these assays?
S3 lipid droplet: inactive; S3 lipid droplet cell count max: -13

Results for CC(C)CN(C(=O)COC(=O)CNC(=O)c1ccccc1F)C1CCS(=O)(=O)C1 (stereo unspecified) ?
S3 lipid droplet: -5%; S3 lipid droplet cell count max: -9

How did O=C(NC1=NCCS1)c1sc2cc(Cl)cc(Cl)c2c1Cl do in these assays?
S3 lipid droplet: 22%; S3 lipid droplet cell count max: 0

How did O=C(CSc1nnc(-c2cccnc2)n1CCN1CCCCC1)Nc1cccc(Cl)c1 do in these assays?
S3 lipid droplet: 1%; S3 lipid droplet cell count max: 12

How did Cc1cccc(NC(=O)c2nc[nH]c2C(=O)N[C@H](C)c2ccccc2)c1 do in these assays?
S3 lipid droplet: inconclusive

How did O=C(O)CN1C(=O)/C(=C2\C(=O)N(Cc3ccccc3Cl)c3ccccc32)SC1=S do in these assays?
S3 lipid droplet: inconclusive

How did COc1cc(OC)cc(C(=O)NCC2CCCN(C(=O)c3csc(C(C)C)n3)C2)c1 (stereo unspecified) do in these assays?
S3 lipid droplet: inconclusive

How did Nc1ccc(C(=O)OCc2nc3ccccc3s2)cc1 do in these assays?
S3 lipid droplet: inconclusive

How did Cc1cccc(/C=N/NC(=O)c2cc(Br)ccc2OCc2ccccc2)n1 do in these assays?
S3 lipid droplet: inactive

How did CCOC(=O)C(C)Oc1cccc2c(=O)n(CC(=O)N3CCc4ccccc43)ccc12 (stereo unspecified) do in these assays?
S3 lipid droplet: inactive

How did COc1cccc(CN2C[C@]34C=C[C@@H](C[C@@H]3S2(=O)=O)O4)c1 do in these assays?
S3 lipid droplet: 5%; S3 lipid droplet cell count max: 19

What do the screens show for `COC(=O)c1cccc(NS(C)(=O)=O)c1C`?
S3 lipid droplet: inconclusive

How did CCOC(=O)c1cc2c(n(-c3ccc(C)cc3)c1=O)CCCC2=O do in these assays?
S3 lipid droplet: 10%; S3 lipid droplet cell count max: -1

Results for CC(=O)Nc1cccc(Oc2ncnc3scc(-c4ccc(C(C)C)cc4)c23)c1 ?
S3 lipid droplet: inconclusive

What do the screens show for `CCN1CCN(C(=O)CN(C)S(=O)(=O)c2cc(C)ccc2OC)CC1`?
S3 lipid droplet: 17%; S3 lipid droplet cell count max: 6

Results for COc1ccc(-c2cc(C)no2)cc1S(=O)(=O)N1CCCN(Cc2ccc(F)cc2)C1 ?
S3 lipid droplet: inconclusive

Results for Cc1cccc(C)c1OCCCCn1cnc2ccccc2c1=O ?
S3 lipid droplet: 24%

What do the screens show for `O=C(NCc1ccncc1)Nc1cccc(Cl)c1`?
S3 lipid droplet: inactive; S3 lipid droplet cell count max: 13

How did COc1cc(/C=N/NC(N)=S)cc(Br)c1OCc1ccccc1F do in these assays?
S3 lipid droplet: 12%; S3 lipid droplet cell count max: 0

Results for CCOC(=O)C1=C(COC(=O)CCOc2cccc(C)c2)NC(=O)NC1C (stereo unspecified) ?
S3 lipid droplet: inconclusive

How did COc1nc(N(C)C)nc(N(C)c2cc(Cl)cc(Cl)c2)n1 do in these assays?
S3 lipid droplet: inconclusive

How did CC(C)C(NC(=O)OCc1ccccc1)C(=O)OCC(=O)N1CCCCC1 (stereo unspecified) do in these assays?
S3 lipid droplet: inactive; S3 lipid droplet cell count max: 25

Results for COc1cccc(NC(=O)c2cc(-c3ccccn3)nc3ccccc23)c1 ?
S3 lipid droplet: inconclusive

Results for COc1ccc2oc(C(=O)N(C)Cc3ccc4c(c3)OCCO4)c(C)c2c1 ?
S3 lipid droplet: inconclusive

How did Cc1cc(C(=O)CN2C(=O)c3ccccc3C2=O)c(C)n1Cc1cccs1 do in these assays?
S3 lipid droplet: inconclusive

How did CCOC(=O)C1CCN(S(=O)(=O)c2c(C)[nH]c(C)c2C(=O)N2CCCCC2)CC1 do in these assays?
S3 lipid droplet: inconclusive

What do the screens show for `Cc1cc(-c2n[nH]c(=S)n2/N=C/C(Cl)=C/c2ccccc2)n[nH]1`?
S3 lipid droplet: inconclusive

How did C[C@@H]1CN(Cc2nc(Cc3ccccc3F)no2)C[C@H](C)O1 do in these assays?
S3 lipid droplet: inconclusive

Structural class, the compounds so far containing an aryl methoxy group (eight)
How did COc1cc(OC)cc(C(=O)NCC2CCCN(C(=O)c3csc(C(C)C)n3)C2)c1 (stereo unspecified) do in these assays?
S3 lipid droplet: inconclusive

How did COc1cccc(CN2C[C@]34C=C[C@@H](C[C@@H]3S2(=O)=O)O4)c1 do in these assays?
S3 lipid droplet: 5%; S3 lipid droplet cell count max: 19

What do the screens show for `CCN1CCN(C(=O)CN(C)S(=O)(=O)c2cc(C)ccc2OC)CC1`?
S3 lipid droplet: 17%; S3 lipid droplet cell count max: 6

Results for COc1ccc(-c2cc(C)no2)cc1S(=O)(=O)N1CCCN(Cc2ccc(F)cc2)C1 ?
S3 lipid droplet: inconclusive

How did COc1cc(/C=N/NC(N)=S)cc(Br)c1OCc1ccccc1F do in these assays?
S3 lipid droplet: 12%; S3 lipid droplet cell count max: 0

How did COc1nc(N(C)C)nc(N(C)c2cc(Cl)cc(Cl)c2)n1 do in these assays?
S3 lipid droplet: inconclusive

Results for COc1cccc(NC(=O)c2cc(-c3ccccn3)nc3ccccc23)c1 ?
S3 lipid droplet: inconclusive

Results for COc1ccc2oc(C(=O)N(C)Cc3ccc4c(c3)OCCO4)c(C)c2c1 ?
S3 lipid droplet: inconclusive

Following part:
What do the screens show for `O=C(Nc1ccc(NC(=O)c2ccco2)nc1)c1ccco1`?
S3 lipid droplet: 1%; S3 lipid droplet cell count max: -4

What do the screens show for `O=[N+]([O-])c1ccccc1S(=O)(=O)Nc1cccnc1`?
S3 lipid droplet: inactive; S3 lipid droplet cell count max: 23

How did Cc1ccc(N=C2SCCCN2C(=O)c2ccco2)cc1Cl do in these assays?
S3 lipid droplet: inconclusive

How did O=C(Cn1nc2ccccc2n1)N/N=C/c1cc(Cl)cc([N+](=O)[O-])c1O do in these assays?
S3 lipid droplet: 5%; S3 lipid droplet cell count max: 0

Results for FC(F)Oc1ccccc1C1CC(c2ccc(Br)s2)Nc2ncnn21 (stereo unspecified) ?
S3 lipid droplet: inconclusive

How did CCc1ccc(CCC(=O)Nc2ncc(Cc3ccccc3Cl)s2)o1 do in these assays?
S3 lipid droplet: inconclusive

Results for CC(C)(C)c1ccc(C(=O)NN2CCOCC2)cc1 ?
S3 lipid droplet: inconclusive

Results for COc1cc(CCC(=O)OCC(=O)Nc2ccccc2C(C)C)cc(OC)c1OC ?
S3 lipid droplet: 0%; S3 lipid droplet cell count max: -7

What do the screens show for `CN(c1ccccc1)c1nc(N)c(C#N)c(CC#N)c1C#N`?
S3 lipid droplet: -8%; S3 lipid droplet cell count max: 1

Results for NC(=O)[C@@H]1CC2(CC(c3cccc(NC(=O)COc4ccc(Cl)cc4)c3)=NO2)CN1C(=O)c1ccccc1 (stereo partly specified) ?
S3 lipid droplet: -14%; S3 lipid droplet cell count max: -1

What do the screens show for `Cc1cc(C)c2nc(C)cc(N/N=C/c3ccc(O)cc3)c2c1`?
S3 lipid droplet: inconclusive

How did O=C(Cn1c(C(F)(F)F)nc2ccccc21)Nc1ccccc1C(=O)O do in these assays?
S3 lipid droplet: -12%; S3 lipid droplet cell count max: -13

What do the screens show for `CCSc1nnc(NC(=O)CCc2ccccc2)s1`?
S3 lipid droplet: inconclusive

How did COc1ccc(C)c2sc(N3CCCC3)nc12 do in these assays?
S3 lipid droplet: -16%; S3 lipid droplet cell count max: -11

How did CCOC(=O)CNC(=O)CSc1ccc2nnc(-c3ccc(F)cc3)n2n1 do in these assays?
S3 lipid droplet: -1%; S3 lipid droplet cell count max: 11

How did Cc1n[nH]c(C)c1CN(C)C(=O)c1cc(COc2ccc(F)c(F)c2)on1 do in these assays?
S3 lipid droplet: -11%; S3 lipid droplet cell count max: -15

What do the screens show for `CCc1ccccc1NC(=O)Cn1nnc(-c2cccs2)n1`?
S3 lipid droplet: inactive; S3 lipid droplet cell count max: -1

What do the screens show for `CCCn1c(=O)c2c(c3ccccc31)OCC(=O)N2`?
S3 lipid droplet: inconclusive

What do the screens show for `CC(C)c1cccc(C(C)C)c1NC(=O)CCl`?
S3 lipid droplet: inconclusive

How did O=C(CCc1nc2ccccc2c(=O)[nH]1)OCC(=O)c1ccc(C2CCCCC2)cc1 do in these assays?
S3 lipid droplet: -5%; S3 lipid droplet cell count max: 1

What do the screens show for `COc1ccc(N2CCN(C(=O)CCNS(=O)(=O)c3ccc4c(c3)CCC(=O)N4)CC2)cc1`?
S3 lipid droplet: 5%; S3 lipid droplet cell count max: 3

What do the screens show for `CCn1c(C(=O)N2CCCC(C(=O)NCCc3ccc(C)cc3)C2)cc2sccc21` (stereo unspecified)?
S3 lipid droplet: inconclusive

What do the screens show for `COCCCN(C(=S)Nc1cc(Cl)cc(Cl)c1)C(C)c1ccncc1` (stereo unspecified)?
S3 lipid droplet: 9%; S3 lipid droplet cell count max: -15

What do the screens show for `COc1ccc(CCNC(=O)COc2cc(=O)n(C)c3ccccc23)cc1OC`?
S3 lipid droplet: 2%; S3 lipid droplet cell count max: -26

Results for NS(=O)(=O)c1cc(C(=O)OCC(=O)c2ccccc2)c(Cl)cc1Cl ?
S3 lipid droplet: -8%; S3 lipid droplet cell count max: -1

Results for COc1ccc(C(C)N2CC34C=CC(O3)C(C(=O)O)C4C2=O)cc1 (stereo unspecified) ?
S3 lipid droplet: inconclusive

Results for O=C(NC1=NCCS1)c1cccc(N2C(=O)c3ccccc3C2=O)c1 ?
S3 lipid droplet: -3%

How did CC(=O)N1c2ccc(S(=O)(=O)NCC3CCC(C(=O)N4CCC(C)CC4)CC3)cc2CC1C (stereo unspecified) do in these assays?
S3 lipid droplet: inconclusive

Results for Cc1cc(C)c(C#N)c(SCC(=O)Nc2ccc3c(c2)OCO3)n1 ?
S3 lipid droplet: inconclusive

What do the screens show for `O=S(=O)(NC1CCCCC1)c1cccs1`?
S3 lipid droplet: inconclusive

Results for COc1ccc(CCNc2nc(-c3sc(N)nc3C)cs2)cc1OC ?
S3 lipid droplet: inconclusive

What do the screens show for `CC(=O)c1cnc(SCCN2C(=O)c3ccccc3C2=O)nc1C`?
S3 lipid droplet: inconclusive

Results for CC(C)Oc1ccccc1/C=N/Nc1ccccc1[N+](=O)[O-] ?
S3 lipid droplet: inconclusive

What do the screens show for `Cc1ccc(NC(=O)C2CCN(S(=O)(=O)c3ccc4[nH]c(=O)ccc4c3)CC2)c(C)c1`?
S3 lipid droplet: 21%; S3 lipid droplet cell count max: -2

Results for CC(C)(C)c1ccc(C(=O)NCC(=O)NCC(C)(C)N2CCOCC2)cc1 ?
S3 lipid droplet: inconclusive

What do the screens show for `COc1cccc(/C=N/NC(=O)CSCC(=O)Nc2ccccc2)c1O`?
S3 lipid droplet: -2%; S3 lipid droplet cell count max: -13

How did N#CCCN1CCN(C(=S)c2ccc(-c3cc(Cl)ccc3Cl)o2)CC1 do in these assays?
S3 lipid droplet: inconclusive

How did Cc1ccc(N(C(=O)CNC(=O)c2ccco2)C(C(=O)NC2CCCCC2)c2cccnc2)cc1 (stereo unspecified) do in these assays?
S3 lipid droplet: inconclusive

How did CC(Sc1nnc(-c2cccs2)n1C1CC1)C(=O)NCC1CCCO1 (stereo unspecified) do in these assays?
S3 lipid droplet: inconclusive

What do the screens show for `O=C(CN(CCc1ccccc1)C(=O)CNS(=O)(=O)c1ccc(F)cc1)NCc1ccco1`?
S3 lipid droplet: 17%; S3 lipid droplet cell count max: -18

Results for CC1CCN(CC(O)COC2CCC(C(C)(C)C)CC2)CC1 (stereo unspecified) ?
S3 lipid droplet: -20%; S3 lipid droplet cell count max: -16

How did O=C(NCC1CCCO1)c1ccc(NC(=O)C2CCCCC2C(=O)O)cc1 (stereo unspecified) do in these assays?
S3 lipid droplet: -19%; S3 lipid droplet cell count max: 2

What do the screens show for `CCN(CC)C(=O)Sc1cccc2cccnc12`?
S3 lipid droplet: inconclusive

Results for C/C=C/c1ccc(OCCCCOc2ccccc2F)c(OC)c1 ?
S3 lipid droplet: inconclusive

What do the screens show for `FC(F)(F)c1cnc(Oc2ccccc2-c2nnc(-c3ccc(Cl)cc3)o2)c(Cl)c1`?
S3 lipid droplet: inconclusive

Results for Cc1ccc(NC(=O)CSCC(=O)N(CCC(C)C)c2c(N)n(Cc3ccccc3)c(=O)[nH]c2=O)cc1 ?
S3 lipid droplet: inconclusive

Results for COc1cc(CNC(C)(C)C)ccc1OCC(=O)NC(C)(C)C ?
S3 lipid droplet: inconclusive

Results for COC(=O)NNC(=O)C12CC3CC(CC(C3)C1)C2 ?
S3 lipid droplet: inconclusive

How did CCN(c1ccccc1)S(=O)(=O)c1cc(NC(=O)Nc2ccccc2C#N)ccc1Cl do in these assays?
S3 lipid droplet: 7%; S3 lipid droplet cell count max: -2

Results for O=C1CSC(=S)N1c1cccc(Br)c1 ?
S3 lipid droplet: -1%; S3 lipid droplet cell count max: 5

What do the screens show for `CC(=O)Nc1cc2c3c(c1)CCN3C(=O)CC2`?
S3 lipid droplet: inactive; S3 lipid droplet cell count max: -13

How did Cc1cccc(C)c1NC(=O)CSc1nnc([C@@H]2CCCN2C(=O)OC(C)(C)C)o1 do in these assays?
S3 lipid droplet: inconclusive

Results for Cc1ccc(C)c(NC(=S)NNC(=O)c2csc3c2CCC(C)C3)c1 (stereo unspecified) ?
S3 lipid droplet: inconclusive
